Assay outcomes: PubChem BioAssay, Southern Research Specialized Biocontainment Screening Center
influenza NS1A: H1N1 influenza NS1A inhibitors, functional cell based assay (AID 504329); inhibition, % at 12.5 µM; hits with a dose series show IC50 in µM; actives 0.3% (n = 340,000); NS1A functional cell-based assay, percent inhibition; higher % means a stronger effect; in the data active = a potency from the dose series; inconclusive = inhibition above about 27% without an active follow-up result; also: strong numbers were not always called active
inhibitors of VEEV: inhibitors of VEEV TC-83 cytopathic effect, confirmation, Vero cells (AID 588727) | Vero cells, VEEV TC-83 cytopathic effect inhibition; higher % means a stronger effect | one-dose inhibition, % at 20 µM; IC50 in µM for titrated hits | actives 0.13% (n = 350,000); in the data active = a potency from the dose series; inconclusive = inhibition mostly from about 14% at the one dose, without a potency; inactive = the rest, 99 in 100 with inhibition below about 12%; also: strong numbers were not always called active
Salmonella PhoP GFP: Inhibition of PhoP regulon, Salmonella typhi GFP reporter cells, confirmation, 4 h (AID 1850); Salmonella Typhi PhoP-promoter GFP reporter, fluorescence, 4 h; higher % means a stronger effect; one-dose inhibition, % at 50 µM; IC50 in µM for titrated hits; actives 0.33% (n = 310,000); in the data active = a potency from the dose series; inconclusive = inhibition mostly from about 25% at the one dose, without a potency; inactive = the rest, 99 in 100 with inhibition below about 19%;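 also: 0% = induced wells with vehicle and 100% = uninduced wells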
H37Rv inhibition: M. tuberculosis growth inhibition, HTS (AID 449762); inhibition, % at 25 µM, or IC50 in µM where a hit was titrated; M. tuberculosis H37Rv growth inhibition, 7H9 media; higher % means a stronger effect; actives 0.59% (n = 330,000); in the data active = a potency from the dose series; inconclusive = inhibition above about 70% without an active follow-up result;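 also: bacterial growth assessed after seven days of incubation; strong numbers were not always called active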
tuberculosis growth: growth inhibition of non-replicating M. tuberculosis (AID 488890); inhibition, % at 25 µM, or IC50 in µM where a hit was titrated; actives 0.39% (n = 320,000); Mycobacterium tuberculosis non-replicating, growth inhibition; higher % means a stronger effect; in the data active = a potency from the dose series; inconclusive = inhibition mostly from about 82% at the one dose, without a potency; inactive = the rest, 99 in 100 with inhibition below about 76%;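 also: plate controls were DMSO cells for no effect and high antibiotic wells for full effect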
inhibitors of VEEV 10K pilot screen: recorded beside inhibitors of VEEV, whose call it bears; inhibition, %; measured here: 10K pilot screen inhibition
* marks the source's active call; other numbers are inactive results; i = inactive; u = inconclusive; x = not tested or not shown.

SMILES	influenza NS1A	inhibitors of VEEV	Salmonella PhoP GFP	H37Rv inhibition	tuberculosis growth	others
Nc1ccn(C2OC(COC(=O)C34CC5CC(CC(C5)C3)C4)C(O)C2O)c(=O)n1 (stereo not drawn)	2%	3.6%	x	x	x
CCOc1ccc(N2C(=O)CC(Sc3ccccc3C(=O)O)C2=O)c([N+](=O)[O-])c1 (stereo not drawn)	-14%	1.1%	-23%	13%	7%
CN(C)S(=O)(=O)n1cc(/C=C(\NC(=O)c2ccccc2)C(=O)N2CCOCC2)c2ccccc21	8%	2.0%	2%	3%	6%
CC1CCN(C(=O)COC(=O)COc2ccccc2C#N)CC1	-8%	0.3%	x	-3%	12%
O=C(Cc1ccccc1)N1CCN(CCCc2ccccc2)CC1	-2%	i	1%	-2%	-12%
c1ccc(Nc2nc(N3CCCC3)nc(N3CCCC3)n2)cc1	6%	i	5%	17%	13%	inhibitors of VEEV 10K pilot screen=3.8
Cc1ccc(C(=O)CCC(=O)OCC(=O)N(CC(C)C)c2c(N)n(Cc3ccccc3)c(=O)[nH]c2=O)cc1	8%	1.3%	-5%	-12%	-3%
COc1ccc(CC(=O)N2CC3(C)CC2CC(C)(C)C3)cc1OC (stereo not drawn)	-3%	i	-11%	2%	6%
O=C(NC1CCCCC1)C(c1ccncc1)N(Cc1ccc(F)cc1)C(=O)c1ccccn1 (stereo not drawn)	-5%	0.6%	-2%	-3%	59%
COc1ccc(CCNc2oc(COc3ccc(Br)cc3)nc2C#N)cc1OC	8%	8.7%	5%	-3%	47%
Cc1ccc(N2CC(C(=O)Nc3ccc4c(c3)OCCO4)CC2=O)cc1 (stereo not drawn)	-2%	0.3%	-5%	-4%	-3%
Cc1cccc(NC(=O)COc2ccccc2C)n1	22%	5.3%	1%	-9%	29%
CCCn1c(=O)c(C(=O)Nc2ccccc2C(=O)OC)c(O)c2ccccc21	-25%	0.3%	-3%	6%	3%
CCCCn1c(N)c(N(CCOC)C(=O)CSCc2ccccc2C)c(=O)[nH]c1=O	-9%	3.7%	10%	3%	-2%
COc1ccc2ccccc2c1/C=N\NC(=O)c1ccc(C)s1	-10%	6.7%	9%	-9%	-19%
O=C(C1CCC(=O)N1Cc1ccccc1Cl)N1CCN(c2ccc(F)cc2)CC1 (stereo not drawn)	-10%	i	-2%	-1%	-8%
CC(=O)Nc1nccc(-c2cc(-c3ccccc3)no2)n1	x	x	4%	-7%	3%
CCOC(=O)CSc1nc2sc(C)c(C)c2c(=O)n1N	-15%	i	-5%	2%	0%
CN(C)S(=O)(=O)c1cccc(COC(=O)c2ccc(Cl)cc2O)c1	6%	2.0%	-13%	4%	45%
O=C(CCc1nnc(-c2ccccc2)o1)c1ccc(Cl)cc1	-3%	1.1%	11%	-4%	40%

Reprinted at random: 3 entries already listed, in no set order.
SMILES	influenza NS1A	inhibitors of VEEV	Salmonella PhoP GFP	H37Rv inhibition	tuberculosis growth	others
Cc1ccc(C(=O)CCC(=O)OCC(=O)N(CC(C)C)c2c(N)n(Cc3ccccc3)c(=O)[nH]c2=O)cc1	8%	1.3%	-5%	-12%	-3%
COc1ccc(CC(=O)N2CC3(C)CC2CC(C)(C)C3)cc1OC (stereo not drawn)	-3%	i	-11%	2%	6%
O=C(CCc1nnc(-c2ccccc2)o1)c1ccc(Cl)cc1	-3%	1.1%	11%	-4%	40%

More entries.
SMILES	influenza NS1A	inhibitors of VEEV	Salmonella PhoP GFP	H37Rv inhibition	tuberculosis growth	others
c1ccc(Cn2c(Sc3nnnn3-c3ccccc3)nnc2-c2ccccc2)cc1	7%	i	-3%	16%	10%
O=C1/C(=C\c2ccsc2)N2CCC1CC2	-14%	2.4%	15%	4%	1%
CC(=O)Nc1ccccc1OCC(=O)NCCc1ccc(Cl)cc1Cl	-7%	1.0%	-7%	0%	13%
O=C(Cn1nc(Cl)nc1Cl)Nc1ccccc1	6%	0.4%	8%	3%	-1%
O=S(=O)(NCC(c1cccnc1)N1CCN(c2ccc(F)cc2)CC1)c1ccc(F)cc1 (stereo not drawn)	5%	0.4%	-7%	-7%	40%	inhibitors of VEEV 10K pilot screen=0.7
Cc1ccc2nc(SCn3nnc4ccccc4c3=O)[nH]c2c1	-5%	1.2%	2%	-5%	-1%
CS(=O)(=O)N1Cc2ccccc2CC1C(=O)OCC(=O)NCc1ccccc1 (stereo not drawn)	6%	2.3%	x	-8%	10%
O=C(Cn1nnc(-c2cccs2)n1)NCc1ccco1	2%	0.5%	15%	-7%	-9%
CCN(CC1CCCO1)C(=O)c1cc(COc2ccc(OC)cc2Cl)on1 (stereo not drawn)	0%	i	-1%	11%	15%
Cc1ccc(C(=O)Nc2ccc3c(c2)OCO3)cc1NC(=O)c1ccco1	-6%	1.7%	-1%	24%	15%
COc1cc(C2NC(=S)NC(c3ccccc3)=C2C(C)=O)cc(Br)c1OCC(N)=O (stereo not drawn)	-3%	i	-8%	-8%	-5%
CCOC(=O)CNC1CC(=O)N(c2cccc(Cl)c2)C1=O (stereo not drawn)	-2%	0.8%	-2%	-2%	-6%
N#Cc1c(-c2ccccc2)cc(-c2ccccc2)[nH]c1=O	-29%	0.6%	-10%	-5%	-2%
Cc1cccc(C(=O)O/N=C2\CCCc3ccccc32)c1	-1%	0.8%	2%	9%	60%
COc1cc2nc(C3CCC3)n(NC(=O)C3CCCC(OC)C3)c(=O)c2cc1OC (stereo not drawn)	-7%	1.7%	-1%	0%	-10%
Cc1nc(S/C(=C/c2ccc(-c3ccc(C(=O)O)cc3)o2)C(=O)O)n[nH]1	15%	i	-16%	-1%	-6%
Cc1cc(Cl)ccc1OCCCC(=O)N1CCN(C)CC1	16%	2.8%	19%	3%	-7%
CC(C)OC(=O)C1CC(C)(O)C(=O)C(C(=O)OC(C)C)C1c1ccc([N+](=O)[O-])cc1 (stereo not drawn)	-14%	1.5%	-12%	1%	16%
COc1ccc(C)cc1S(=O)(=O)N1CCCC(C(=O)NCC2CCCO2)C1 (stereo not drawn)	3%	0.3%	5%	-11%	-2%
Cc1c(C(=O)N2CCN(c3ncccn3)CC2)sc2nc3n(c(=O)c12)CCCC3	-2%	4.8%	-10%	x	0%
O=C(Nc1ccc(F)cc1F)c1cc2ncc(CCCl)cn2n1	-4%	2.3%	-7%	20%	u
Cc1ccccc1-n1nc(C)c2cc(C(=O)N3CCN(S(=O)(=O)c4ccc(Cl)cc4)CC3)sc21	-2%	0.8%	3%	-5%	-4%
CCOc1ccc(S(=O)(=O)N(CC)CC(=O)NCc2ccco2)cc1C	0%	i	-6%	-1%	11%
CCn1cc(-c2csc(N)n2)c(C)n1	11%	0.7%	2%	3%	-9%
CCOCCCNC(=O)C(NC(=O)Cc1c[nH]c2ccccc12)c1ccc(OC)cc1 (stereo not drawn)	11%	i	-1%	5%	19%
Cc1ccc(OCC(=O)NCCNC(=O)c2ccncc2)cc1	0%	0.7%	10%	-3%	-5%
CN(CCOc1ccccc1)S(=O)(=O)c1ccc2oc3ccccc3c2c1	1%	i	1%	-9%	x
COc1ccc(S(=O)(=O)N2CCN(C/C=C/c3ccccc3)CC2)cc1NC(C)=O	14%	2.6%	14%	10%	12%
Cc1cc(C)cc(NC(=O)Cn2cc(C=O)c3ccccc32)c1	21%	1.2%	-3%	-14%	6%
CC(C)COCC(O)CCC(=O)NNC(=S)Nc1ccccc1 (stereo not drawn)	4%	i	-2%	-8%	-19%
Cc1cc(OCc2cc(C(=O)N(C)CCc3cnn(C)c3)no2)cc(C)c1Cl	-3%	3.8%	-1%	27µM*	i
Cc1nc2c3ccccc3nc(NNC(=O)CCC(=O)NCCN3CCN(c4ccccc4F)CC3)n2n1	-1%	2.7%	13%	0%	1%
Cc1nn(CCC(=O)NNC(=S)NCC(C)C)c(C)c1Br	-1%	2.0%	-16%	-1%	-4%
COc1cc2c(c(OC)c1OC)-c1ccc(N(C)CC(OC)OC)c(=O)cc1[C@@H](NC(C)=O)CC2	-2%	8.3%	12%	4%	2%
O=C(Nc1ccncc1)c1cc(S(=O)(=O)N2CCN(c3ccccc3)CC2)ccc1Cl	1%	2.5%	-1%	u	-1%
Cc1nnsc1-c1nc2ccccc2[nH]1	-1%	4.2%	-3%	0%	2%
CC(=O)N(c1nc(CCl)cs1)c1c(C)cc(C)cc1C	5%	0.3%	-2%	7%	9%
O=C(NCCc1ccc(Cl)cc1)c1nnc(Cc2ccc(Cl)cc2)o1	-1%	0.8%	-19%	-5%	x
Cc1cc(C(=O)OCC(=O)Nc2nnc(C(C)C)s2)c2ccccc2n1	-1%	0.8%	-4%	9%	-2%
N#CCCN(C(=O)COC(=O)c1ccc2c(=O)n3c(nc2c1)CCC3)c1ccccc1	-4%	0.2%	6%	-11%	-7%
COc1ccc(-c2cn3cc(C(=O)NN)ccc3n2)cc1	1%	2.7%	0%	9%	-5%
O=C(O)C1(c2ccccc2)CCN(S(=O)(=O)c2ccc(Cl)cc2)CC1	-6%	2.0%	-5%	2%	-5%
OCCC1CN(Cc2cnc(-c3ccccc3)s2)CCN1C1CCCCC1 (stereo not drawn)	14%	0.9%	11%	0%	6%
CCCOc1ccc(CC(=O)N/N=C\c2ccc(F)cc2)cc1	2%	i	5%	3%	-2%
COc1cc2c(cc1OC)-c1cc(Nc3ccccc3C)nc(=O)n1CC2	-1%	2.2%	-4%	-5%	-7%
CCCN1CCN(C(c2cc3cc4c(cc3[nH]c2=O)OCO4)c2nnnn2C(C)(C)C)CC1 (stereo not drawn)	2%	0.1%	-3%	-8%	2%
Nn1c(SCC(=O)Nc2ccccc2)nnc1-c1cccnc1	-3%	0.7%	1%	-8%	-7%
CCc1ccc(NC(=O)N(CCN2CCOCC2)Cc2ccc3c(c2)CCCN3CC)cc1	41µM*	2.9%	6%	3%	39%
OCC1(c2cc(C(F)(F)F)n[nH]2)CCCCC1	-1%	3.4%	6%	-2%	5%	inhibitors of VEEV 10K pilot screen=1.3
O=C(CN1C2=NCCCN2c2ccccc21)c1cccc(Br)c1	-4%	8.3%	17%	8%	6%
CCOC(=O)C1CCN(Cc2nnc(-c3ccccc3C)o2)CC1	-10%	i	-11%	5%	78%
COCC(C)OC(=O)c1c(N)n(CCCN2CCOCC2)c2nc3ccccc3nc12 (stereo not drawn)	-22%	1.4%	6%	7%	7%
COc1ccc(C(=O)Nc2c(O)ccc3ccccc23)cc1OC	4%	3.3%	3%	-7%	-1%
N#Cc1c(F)cccc1NCc1cccs1	-3%	i	13%	5%	1%
c1ccc(-c2cccc(-c3ccccn3)n2)nc1	1.8µM*	i	11%	3%	i
Cc1ccc(C)c(NC(=O)COC(=O)c2nn(C)c(=O)c3ccccc23)c1	-8%	2.8%	x	2%	2%
CCc1noc(C)c1C(=O)NNC(=O)c1nn(CC)c(=O)c2ccccc12	-9%	9.3%	-1%	2%	2%
COc1ccccc1C(=O)NCCOc1ccc(C(C)(C)C)cc1	-1%	1.1%	-6%	17%	78%
CCOC(=O)C1=C(C)SC2=NS(=O)(=O)CCN21	0%	0.0%	8%	-1%	3%
O=C(Nc1ccc(F)cc1)C1CCC(N2C(=O)c3ccccc3C2=O)CC1 (stereo not drawn)	0%	i	-5%	-10%	-7%

2 consecutive entries already listed:
SMILES	influenza NS1A	inhibitors of VEEV	Salmonella PhoP GFP	H37Rv inhibition	tuberculosis growth	others
O=C(O)C1(c2ccccc2)CCN(S(=O)(=O)c2ccc(Cl)cc2)CC1	-6%	2.0%	-5%	2%	-5%
OCCC1CN(Cc2cnc(-c3ccccc3)s2)CCN1C1CCCCC1 (stereo not drawn)	14%	0.9%	11%	0%	6%

The list goes on:
SMILES	influenza NS1A	inhibitors of VEEV	Salmonella PhoP GFP	H37Rv inhibition	tuberculosis growth	others
COCC(C)n1c(C)cc(C(=O)CSc2nnnn2-c2ccc(O)cc2)c1C (stereo not drawn)	5%	9.2%	1%	6%	17%
O=C1c2ccccc2NC(c2ccc3c(c2)OCCO3)N1c1ccc2c(c1)OCCO2 (stereo not drawn)	6%	11%	1%	-6%	x
CCOC(=O)c1c(-c2ccc(C)cc2)csc1NC(=O)CCN1CC(C)OC(C)C1 (stereo not drawn)	7%	3.3%	-4%	14%	76%
O=C(O)c1cccc(-c2ccc(/C=N/NC(=O)C3COc4ccccc4O3)o2)c1 (stereo not drawn)	12%	i	7%	-1%	-6%

Grouped by structure: those above containing two or more sulfur atoms.
SMILES	influenza NS1A	inhibitors of VEEV	Salmonella PhoP GFP	H37Rv inhibition	tuberculosis growth	others
CCOC(=O)CSc1nc2sc(C)c(C)c2c(=O)n1N	-15%	i	-5%	2%	0%
Cc1ccccc1-n1nc(C)c2cc(C(=O)N3CCN(S(=O)(=O)c4ccc(Cl)cc4)CC3)sc21	-2%	0.8%	3%	-5%	-4%
CCOC(=O)C1=C(C)SC2=NS(=O)(=O)CCN21	0%	0.0%	8%	-1%	3%
